HTR5A inv ctr: HTR5A inverse agonism, opioid heterodimer counter-screen; P47898; HTR5A cell line, luminescence; inhibition, % at 9.3 µM; hit rate 0.083% among 340,000; AID 504634; in the data active = inhibition mostly above about 23%, no sharp cut-off; inactive = mostly below about 18%;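 also: 0% = cells with DMSO and 100% = no-cell wells with DMSO; some compounds called inactive have numbers as strong as hits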
Target sequence (P47898 whole entry, looked up): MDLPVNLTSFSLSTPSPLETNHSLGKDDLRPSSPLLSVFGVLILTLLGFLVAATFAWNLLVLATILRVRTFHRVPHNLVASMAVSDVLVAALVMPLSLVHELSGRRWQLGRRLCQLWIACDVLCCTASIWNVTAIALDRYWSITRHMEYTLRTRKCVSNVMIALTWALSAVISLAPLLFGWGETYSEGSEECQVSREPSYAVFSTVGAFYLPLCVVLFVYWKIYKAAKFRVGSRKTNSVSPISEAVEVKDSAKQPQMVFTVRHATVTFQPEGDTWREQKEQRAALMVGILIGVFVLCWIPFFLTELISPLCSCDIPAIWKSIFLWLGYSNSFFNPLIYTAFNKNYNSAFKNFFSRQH
PKA-R2B activ: activators of human PKA-R2B complex; activation, % at 11.4 µM; PKA-R2B holoenzyme dissociation, Cy5-IP20 fluorescence polarization; R2B truncated from residue 108, S112A mutant; 0% DMSO only, 100% 113 µM cGMP; P22694+P31323; hit rate 0.079% among 340,000; AID 504700;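 active = activation above a cutoff set at the mean over all compounds plus 3 SD, cut at about 18% in these data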;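 also: higher means more holoenzyme dissociation and a rise in polarization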
Target sequence (P31323 whole entry, looked up, other chains not shown, the tested form may be a part): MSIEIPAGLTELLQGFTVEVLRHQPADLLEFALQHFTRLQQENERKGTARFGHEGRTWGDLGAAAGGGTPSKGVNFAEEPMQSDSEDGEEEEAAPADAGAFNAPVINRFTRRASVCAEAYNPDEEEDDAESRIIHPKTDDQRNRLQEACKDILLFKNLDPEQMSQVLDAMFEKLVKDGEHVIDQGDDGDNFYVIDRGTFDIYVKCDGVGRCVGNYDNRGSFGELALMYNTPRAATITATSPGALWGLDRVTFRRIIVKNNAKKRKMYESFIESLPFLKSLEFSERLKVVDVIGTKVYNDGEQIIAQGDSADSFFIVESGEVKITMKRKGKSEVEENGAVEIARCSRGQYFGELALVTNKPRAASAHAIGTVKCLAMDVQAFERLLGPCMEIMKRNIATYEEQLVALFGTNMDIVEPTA
PKA-R1A activ: PKA-R1A complex activation. activation, % at 11.4 µM. PKA-R1A dissociation, Cy5-IP20 fluorescence polarization; scaled: DMSO 0%, 113 µM cGMP 100%. hit rate 0.083% among 340,000;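 active = percent activation above the mean of all tested compounds plus 3 SD, cut at about 19% in these data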;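 also: higher means more PKAc released from R1A so a rise in polarization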
phage Ecoli inh: E. coli growth loss with phage present; growth absorbance; inhibition, % at 11.9 µM; AID 651602; hit rate 0.26% among 360,000; in the data active = inhibition above about 11%
Tat export inh: inhibitors of E. coli Tat protein transport | hit rate 0.036% among 340,000 | inhibition, % at 10 µM | E. coli MC4100 TorA-mCherry Tat export, fluorescence;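 active = mean replicate inhibition at least 50% and at least half of replicates individually reaching 50%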;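 also: exported cargo escapes ClpAP degradation while cytoplasmic cargo is degraded and loses fluorescence; 0% = median of neutral control wells and 100% = median of NaSCN control wells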
OPRM1-OPRD1 ag: OPRM1-OPRD1 heterodimerization agonism; P35372+P41143; cells, luminescence; activation, % at 9.3 µM; hit rate 0.3% among 340,000; in the data active = activation above about 18%;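 also: 0% = vehicle-treated cells and 100% = reference agonist; values of inactives mirror those of a sister screen read the other way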
AddAB inh: less growth of phage-infected E. coli with AddAB; E. coli expressing H. pylori AddAB, absorbance growth; inhibition, % at 11.9 µM; hit rate 0.29% among 330,000; AID 435030; in the data active = inhibition above about 12%;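 also: 0% = vehicle wells of infected cells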
SUMO Mot1 rescue: blocks SUMOylation pathway, rescuing yeast Mot1-301 growth | growth rescue, % at 18.8 µM | hit rate 1% among 320,000 | AID 2716 | S. cerevisiae Mot1-301 growth rescue, ATP luminescence, 38.5C; percent above DMSO median, 100 means doubled;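 active = every valid replicate shows activation above 250% relative to neutral control wells; inactive = the rest, any valid replicate at or below 250%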;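 also: OY570 slx delta 5 strain wells were the positive control but not used for scaling; some compounds called inactive have numbers as strong as hits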
E coli growth: reduces bacterial viability in AddAB counter-screen; E. coli V3065 growth, OD600 absorbance, 18 h; inhibition, % at 11.9 µM; hit rate 0.27% among 330,000; AID 449728;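 active = inhibition above the campaign's mean inhibition across all tested compounds plus 3 SD, cut at about 9.9% in these data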;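 also: uninfected addAB+ strain grown without phage in ampicillin broth; 0% = DMSO wells and 100% = ciprofloxacin 0.95 µg/ml wells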
PfHsp90 yeast 2: growth inhibition of yeast expressing Plasmodium Hsp90. S. cerevisiae expressing PfHsp90, BacTiter-Glo ATP, 48 h; yeast lacking PDR1 and PDR3 efflux regulators. inhibition, % at 9.4 µM. hit rate 0.32% among 310,000;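 active = every replicate shows inhibition above about 80%, whatever the replicate mean, limit read from the data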;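 also: 0% = DMSO neutral controls and 100% = 20 µM radicicol positive controls; yeast relying on Plasmodium falciparum Hsp90 in place of its own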
OPRM1-OPRD1 inv: mu-delta opioid heterodimer inverse agonism; P35372+P41143; cell-based MOR-DOR heterodimer luminescence; inhibition, % at 9.3 µM; hit rate 0.21% among 340,000; AID 504357; in the data active = inhibition above about 22%, passing the limit was not always enough;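 also: 0% = cells with DMSO and 100% = wells without cells with DMSO; values of inactives mirror those of a sister screen read the other way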
* hit, by the source's call; x = no result given.

structure	AddAB inh	Tat export inh	E coli growth	HTR5A inv ctr	OPRM1-OPRD1 inv	PKA-R2B activ	PfHsp90 yeast 2	SUMO Mot1 rescue	phage Ecoli inh	PKA-R1A activ	OPRM1-OPRD1 ag
CC(=O)c1cccc(N2C(=NC(=O)C(C)C)SC3CS(=O)(=O)CC32)c1 (stereo unspecified)	2.3	1	1.6	-23	2	-1	-5	3	0.5	0	-0.3
CCS(=O)c1ccccc1C(=O)OCC(=O)N1CCC(c2ccccc2)=N1 (stereo unspecified)	-1.2	3	-1.5	1	-2	-13	22	-13	0.8	-5	0.4
CC(=O)Oc1ccc(C(=O)Cc2ccccn2)c(O)c1	3.4	56*	-1.2	14	16	4	5	-14	3.1	-7	-3.0
Cc1nc2ccc(Oc3ccccc3)cc2s1	0.9	-5	0.0	13	-5	-3	-8	-24	-4.2	-17	0.8
COC(=O)c1sc(NC(=O)C2CCCCC2C(=O)O)c(C(=O)OC)c1C (stereo unspecified)	-2.2	1	-0.2	-5	8	-9	-3	-12	3.4	-3	-1.4
C#CCOCCOCCOCCNc1nc(N2CCN(C(=O)[C@H](C(C)C)n3cc(CCO)nn3)CC2)nc(N2CCN(C(=O)[C@H]([C@@H](C)CC)n3cc(CCCN=C(N)N)nn3)CC2)n1	1.3	10	-2.1	-12	17	-1	1	-3	-0.2	0	-2.9
COc1ccc(OC)c(C(=O)c2ccc(C(=O)O)cc2)c1	7.4	-5	0.7	11	18	0	x	-30	3.0	5	-3.7
CCSc1nc2c(cnn2-c2ccc(C)cc2)c(=O)[nH]1	-2.1	0	-1.1	0	-14	-1	-18	-16	2.7	-7	2.7
O=C(CCNS(=O)(=O)c1ccc2c(c1)CCC(=O)N2)Nc1ccc2c(c1)OCCO2	1.6	-7	-1.0	-19	12	1	x	258	2.3	4	-2.1
CC1=NN(C(=O)c2ccccc2Cl)C(O)(c2cccnc2)C1 (stereo unspecified)	0.9	6	-1.7	-51	18	-8	7	4	4.3	2	-3.6
Nc1nc(CSc2nc3ccccc3[nH]2)nc(N2CCOCC2)n1	0.0	3	2.1	-3	11	-3	4	317*	3.0	-10	-2.1
C[C@@H](NC(=O)c1nc[nH]c1C(=O)N[C@H](C)c1ccccc1)c1ccccc1	-0.8	3	-3.0	-1	-25	-16	3	-1	2.9	-4	4.5
COc1ccc(CNCCCO)cc1OC	2.7	12	-0.4	14	0	2	12	-14	-0.8	-2	0.0
O=c1c(-c2cnn(-c3ccccc3)c2)coc2cc(O)ccc12	1.4	3	0.5	-6	3	-5	-8	-4	x	-2	-0.7
Cc1nc(-c2ccccc2)sc1C1(C)CC(c2ccccc2F)=NO1 (stereo unspecified)	1.1	0	0.9	-8	-13	-4	-15	8	4.3	8	2.4
CCn1c(C)csc1=NC(=O)c1ccccc1O	0.6	3	3.0	-10	8	7	23	20	0.6	-10	-1.5
COc1ccccc1C(O)(c1ccccc1)C(CN1CCOCC1)c1ccccc1 (stereo unspecified)	1.0	-5	0.9	14	-25	6	7	x	1.1	-5	4.9
CCOc1ccc(C(=O)NNC2CC(=O)N(CCc3ccccc3)C2=O)cc1OC (stereo unspecified)	3.7	-5	-2.0	-1	3	0	-7	737*	2.3	4	-0.7
C/C(=N\Nc1ccc(Cl)c(C(=O)O)c1)c1ccc[nH]1	-0.7	2	-3.0	3	0	-8	-9	-23	0.0	2	0.0
CCN(CC(=O)Nc1c(F)cccc1F)C(=O)CSc1ccc(F)cc1	-0.2	-2	-0.2	19	4	0	-28	182	2.2	-5	-0.6
COc1ccc(NC(=O)c2csc(Cc3ccc(Cl)cc3)n2)cc1	0.5	2	2.9	16	7	-2	26	44	2.0	3	-1.4
COc1ccc(C(CNC(=O)c2cc(S(=O)(=O)N3CCN(c4ccccc4)CC3)ccc2Cl)N(C)C)cc1 (stereo unspecified)	-0.7	-5	0.3	16	-15	1	x	2	0.3	0	3.5
C#CC(C)(CC)NC(=O)c1cc(OC)c(OC)c(OC)c1 (stereo unspecified)	2.7	-14	0.3	8	5	2	3	4	2.6	3	-0.8
COc1ccccc1C(=O)Nc1nc(-c2ccc(S(=O)(=O)N3CCOCC3)cc2)cs1	0.2	-7	-1.5	-41	-28	-7	-15	-12	2.0	-2	5.3
CSCCC(NC(=O)c1ccco1)C(=O)OCC(=O)N(Cc1ccccc1)C(C)(C)C (stereo unspecified)	3.1	6	0.7	-17	6	-2	x	-10	2.1	-4	-1.1
O=C(C1CCN(S(=O)(=O)c2cnc[nH]2)CC1)N(CCc1ccccc1)Cc1ccccc1	1.1	0	-0.2	-17	5	-3	-24	417*	2.5	-6	-1.1
Cc1cccc(NS(=O)(=O)c2cccs2)n1	0.3	-13	0.6	-3	17	-6	-38	225	1.1	2	-2.8
COCCOc1cc(Nc2nnc(C(F)(F)F)s2)c(Cl)cc1Cl	4.1	3	2.1	20	-36	-22	-7	12	2.2	-11	7.1
Cc1ccc(C)c(C(=O)COC(=O)c2cc([N+](=O)[O-])ccc2NCCO)c1	3.5	10	0.7	10	6	2	-22	95	2.3	-2	-1.0
O=C(COC(=O)c1n[nH]c2ccccc12)NC(=O)NCc1ccco1	-0.1	-3	-3.0	21	13	0	-11	-16	0.9	0	-2.2
CC(C)CC(=O)Nc1ccc(C(=O)Cn2c(=O)oc3ccccc32)cc1	-0.2	-2	-0.2	3	0	5	-1	-16	3.7	-10	-0.1
CCCCOC(=O)Cn1c(=N)n(CCC)c2ccccc21	4.5	-8	1.5	-6	15	-4	1	2	0.6	5	-3.5
CSc1nc(NCc2ccccc2)c2c3c(sc2n1)CN(C)CC3	0.8	8	-3.1	-14	14	-4	x	0	3.4	-6	-2.7
CC1CCCN(CC(O)COC(c2ccccc2)c2ccccc2)C1 (stereo unspecified)	3.9	4	1.6	-16	10	-6	27	-11	3.4	2	-1.9
O=C1c2cccc3cc(Br)cc(c23)C(=O)N1Nc1ccccc1	2.2	-12	0.1	-24	-28	3	-6	41	1.7	-4	4.6
Cc1ccc(C(C)(C)C)cc1S(=O)(=O)N1CC(=O)Nc2ccccc21	-0.5	1	0.8	-10	-32	3	6	4	-1.5	0	4.2
COCCCn1c(C)cc(C(=O)CN2c3cccc4cccc(c34)S2(=O)=O)c1C	0.4	3	-1.4	-1	18	-7	23	-8	5.5	-3	-4.8
COC(=O)[C@@]1(Cc2ccccc2)[C@H]2C(=O)N(Cc3ccccc3)C(=O)[C@H]2[C@H]2CN(C)C(=NCc3ccccc3)N21	x	7	x	1	11	-9	9	x	2.3	-4	-2.5
Cc1cc(OC(C)C(=O)NCCCN2CCCC2=O)c2c(C)c(C)c(=O)oc2c1 (stereo unspecified)	0.9	10	-1.9	-2	9	-11	-8	-1	0.8	9	-1.6
CC(C)c1nnc2c(N(C)S(=O)(=O)c3ccccc3)nc3ccccc3n12	1.4	2	-2.8	7	30	-5	3	6	5.7	-8	-5.8
COc1ccc(-c2cc(C(=O)N/N=C(\C)c3cccnc3)c3ccccc3n2)c(OC)c1	0.5	3	1.2	6	10	-3	-5	-8	2.1	-2	-3.2
COc1ccccc1C(=O)NCC(=O)OC(C)C(=O)N1CCOCC1 (stereo unspecified)	-1.2	3	1.4	-17	0	17	-18	0	3.5	-1	-0.1
COC(=O)c1ccc(COc2ccc(C#N)cc2)o1	x	-7	x	-25	11	-4	-13	1	-1.1	-3	-2.2
Cc1cc(S(=O)(=O)N(Cc2ccc(C(C)C)cc2)CC2CCCO2)ccc1-n1cnnn1 (stereo unspecified)	0.4	11	-1.9	-4	-22	-4	10	-14	1.6	-3	3.9
COC(=O)C1CCCCN1C(=O)c1ccc(OC2CCN(C(C)=O)CC2)c(OC)c1 (stereo unspecified)	1.3	-9	-1.0	-12	14	-3	-29	181	4.4	-10	-2.6
Cn1c(=O)c2[nH]c(SCCN)nc2n(C)c1=S	x	-2	x	-21	10	-9	-17	x	0.2	14	-1.9
Cc1ccc(O)c(NC(=O)c2cccc(NC(=O)c3ccco3)c2)c1	0.6	7	-0.3	7	17	-5	0	94	2.2	10	-2.9
NC(=O)c1c(NC(=O)C(=O)NCCCN2CCOCC2)sc2c1CCCC2	4.2	6	-0.3	-17	18	-5	2	3	1.4	-4	-3.2
CCn1c(SCC(=O)OC)nc2cc(S(=O)(=O)N3CCOCC3)ccc21	1.0	-5	3.2	-5	11	2	-19	-7	0.2	1	-1.6
O=C(NCCCN1CCOCC1)c1cc(-c2cccs2)on1	1.4	1	0.2	-18	-4	1	8	-8	3.2	2	0.8
CCOc1cc2[nH]c(=S)n(CCC(=O)N3CCc4ccccc4C3)c(=O)c2cc1OCC	2.8	-5	1.7	12	-5	9	21	-9	0.8	4	1.0
Cc1cccc(-c2nc(C#N)c(N3CCCCC3)o2)c1	2.0	9	0.8	5	-3	-8	-6	-17	4.0	-10	0.6
CCc1ccc(NC(=O)N2CCN(c3ccccc3)CC2)cc1	3.5	1	2.6	-12	8	7	8	29	9.2	-4	-1.6

Assay outcomes: PubChem, several laboratories
